TAAR1 ag: human TAAR1 agonists, primary screen, Fluo-8 calcium fluorescence, CHO RD-HGA16 cells; Trace amine-associated receptor 1 (Homo sapiens), Q96RJ0; vehicle wells 0%, saturating PEA agonist 100%; activation, % at 3 µM; 0.99% of 360,000 active; AID 624467, 2012;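 active = activation above the mean activation of all test compounds in the run plus 3 SD, cut at about 38% in these data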
Target sequence (Q96RJ0 whole entry, looked up): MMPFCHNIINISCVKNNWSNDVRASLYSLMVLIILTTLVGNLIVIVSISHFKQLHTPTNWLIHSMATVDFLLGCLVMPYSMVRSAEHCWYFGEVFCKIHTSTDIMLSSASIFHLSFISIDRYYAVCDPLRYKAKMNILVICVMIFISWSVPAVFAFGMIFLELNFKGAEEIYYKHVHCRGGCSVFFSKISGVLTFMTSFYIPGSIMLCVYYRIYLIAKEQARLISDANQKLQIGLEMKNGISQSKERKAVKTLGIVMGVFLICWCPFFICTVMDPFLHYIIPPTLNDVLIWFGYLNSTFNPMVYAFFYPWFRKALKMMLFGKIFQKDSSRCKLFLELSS
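System: CHO RD-HGA16 cells carrying human TAAR1 plus Gα16; Incubation: 17-24 h seeding, 75 min 37 °C dye, 30 min RT; Measured by: Fluo-8 fluorescence, 5 s baseline then 140 s kinetic read; Control set: DMSO and PEA EC100; Replication: single well for each compound.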
CHRM1 antagonist: human M1 muscarinic receptor antagonists, primary screen, CHO-K1 cells, Fluo-8 calcium fluorescence, 1536-well | Muscarinic acetylcholine receptor M1 (Homo sapiens), P11229 | CHO-K1 hM1, ACh EC80 antagonist | inhibition, % at 3 µM | 1.3% of 360,000 active;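 active = percent inhibition above its own plate's cutoff, namely the mean of that plate's compound wells plus 3 SD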;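 also: peak over basal fluorescence ratio during 140 s after agonist addition; 0% = ACh EC80 plus DMSO and 100% = DMSO alone without agonist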
Target sequence (P11229 whole entry, looked up): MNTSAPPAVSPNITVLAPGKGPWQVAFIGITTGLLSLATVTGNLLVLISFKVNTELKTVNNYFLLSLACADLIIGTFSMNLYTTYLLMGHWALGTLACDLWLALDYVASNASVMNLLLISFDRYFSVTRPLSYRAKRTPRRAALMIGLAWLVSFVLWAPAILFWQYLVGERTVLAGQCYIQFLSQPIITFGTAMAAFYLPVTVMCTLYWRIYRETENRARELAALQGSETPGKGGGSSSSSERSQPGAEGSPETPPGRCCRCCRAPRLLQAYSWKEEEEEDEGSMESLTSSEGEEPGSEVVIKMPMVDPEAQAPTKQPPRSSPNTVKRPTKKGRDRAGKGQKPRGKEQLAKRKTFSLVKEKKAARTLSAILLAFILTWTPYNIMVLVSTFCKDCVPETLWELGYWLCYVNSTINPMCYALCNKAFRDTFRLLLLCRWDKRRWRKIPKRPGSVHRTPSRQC
M1 ag parental: counter-screen for M1 agonists: effect in parental CHO-K1 cells; Fluo-8 calcium fluorescence; scaled to maximal ATP response, vehicle zero; activation, % at 3 µM; 0.48% of 360,000 active; in the data active = activation above about 15%;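 also: untransfected CHO-K1 host cells lacking M1 receptor as counterscreen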
CHRM1 PAM: human M1 muscarinic receptor positive allosteric modulators, primary screen, CHO-K1 cells, Fluo-8 calcium fluorescence, 1536-well; Muscarinic acetylcholine receptor M1 (Homo sapiens), P11229; CHO-K1 hM1, ACh EC20; 0% = ACh EC20, 100% = maximal ACh; activation, % at 3 µM; 0.088% of 360,000 active; AID 588819, 2011; in the data active = activation above about 19%, passing the limit was not always enough
TAAR1 antagonist: human TAAR1 antagonists, primary screen, Fluo-8 calcium fluorescence, CHO RD-HGA16 cells; Trace amine-associated receptor 1 (Homo sapiens), Q96RJ0; antagonist; inhibition, % at 3 µM; 1.5% of 360,000 active;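 active = inhibition above a per-plate cutoff, the mean inhibition of test compounds on that plate plus 3 SD, cut at about 49% in these data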;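 also: 0% = DMSO plus EC80 beta-PEA response and 100% = DMSO alone without agonist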
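Assay system: RD-HGA16 CHO cells with stable hTAAR1 and Gα16 / Reagent: EC80 β-phenethylamine stimulus / Doses: 3 µM, single point / Timing: dye loading 75 min at 37 °C, then 30 min room temperature / Measured by: Fluo-8 intracellular calcium dye fluorescence, real-time kinetic reads / Controls: vehicle wells and EC80 agonist wells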
CHO-K1 Ca antag: nonselective inhibitor or artifact in parental CHO-K1 cells; ATP-induced calcium, Fluo-8 fluorescence; inhibition, % at 3 µM; 0.6% of 360,000 active;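 active = inhibition above a per-plate cutoff, the plate's mean sample inhibition plus 3 SD, cut at about 24% in these data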;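 also: 0% = DMSO plus EC80 ATP and 100% = DMSO alone without ATP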
M1 PAM parental: nonselective calcium activators in parental CHO-K1 cells, primary screen, counter-screen for M1 PAM project, cell-based, Fluo-8 calcium fluorescence, full deck, 1536-well | ATP EC20; 0% at ATP EC20, 100% at ATP max | activation, % at 3 µM | 0.02% of 360,000 active;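 active = activation above the run cutoff, the mean activation of all test compounds plus 3 SD, cut at about 40% in these data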;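 also: peak over basal fluorescence ratio in a 140 s read after ATP addition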
CHO parental Ca: ATP-evoked calcium signal inhibitors, parental CHO, primary screen, counter-screen for OX1R antagonist project, cell-based, fluorescence, Fluo-8 calcium dye. parental CHO-K1, ATP-induced calcium, Fluo-8 fluorescence. inhibition, % at 5.6 µM. 0.63% of 330,000 active. AID 463079, 2010;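 active = inhibition above that plate's mean sample inhibition plus 3 SD, cut at about 26% in these data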;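 also: 0% = ATP-challenged DMSO wells and 100% = DMSO wells without ATP; some compounds past the cut are filed as inactive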
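Assay system – parental CHO cells · Reagent – ATP stimulus · Detection – intracellular calcium via Fluo-8 no-wash fluorescent dye · Evaluation – percent inhibition of ATP-evoked calcium rise, normalized to controls · Controls – ATP wells versus no-ATP DMSO wells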
CHRM1 agonist: human M1 muscarinic receptor agonists, primary screen, Fluo-8 calcium fluorescence, CHO-K1 cells, HTS | CHO-K1 hM1, agonist mode; 0% DMSO, 100% acetylcholine EC100 | Muscarinic acetylcholine receptor M1 (Homo sapiens), P11229 | 0.33% of 360,000 active | activation, % at 3 µM;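 active = activation above the run's mean compound activation plus 3 SD, cut at about 16% in these data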;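 also: peak over basal fluorescence ratio within a 140 s kinetic read after compound addition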
* = called active by the depositor; · = not tested or not shown; & = joins results of further samples.

Order of results – TAAR1 ag	CHRM1 antagonist	M1 ag parental	CHRM1 PAM	TAAR1 antagonist	CHO-K1 Ca antag	M1 PAM parental	CHO parental Ca	CHRM1 agonist
- O=C(O)CCCn1cc(NC(=O)c2ccco2)cn1
 : 0	-5	0.2	6	-5	-7	17	-1	-8
- O=S(=O)(c1cccc(-c2nnc(SCc3ccc(Cl)cc3)o2)c1)N1CCCCC1
 : -2	-6	0.8	5	-12	-10	16	-12	-3
- O=C(Nc1ccc(-c2nnc(-c3ccco3)o2)cc1)C(c1ccccc1)c1ccccc1
 : 18	-6	-0.2	6	74*	2	3	-8	0
- COCCN(C(=O)CSc1nnc(C)n1-c1ccc(C)cc1)c1c(N)n(Cc2ccccc2)c(=O)[nH]c1=O
 : 6	-6	1.3	6	-34	1	19	-11	-2
- Cc1cc(/C=N/Nc2ccc([N+](=O)[O-])cn2)c(C)n1-c1ccccc1
 : -4	21	-0.1	-8	40	-3	15	-7	-5
- CC1=C/C(=N\Nc2ccccc2[N+](=O)[O-])CC(C)(C)C1
 : 1	6	-0.1	-7	-36	-3	3	-8	-4
- Cc1ccc(NC(=O)CSc2nc3c(c(=O)[nH]2)CCCC3)cc1C
 : 0	-7	2.4	6	-19	-6	13	-8	-3
- Cc1cc(C)c(S(=O)(=O)N2CCCOC2CNC(=O)C(=O)NCCCn2ccnc2)c(C)c1 (stereo not given)
 : 7	-1	0.7	5	10	-5	20	-1	-8
- COc1cccc(C(=O)NCC(=O)N2CCN(c3ccc(C(F)(F)F)cn3)CC2)c1
 : 1	37*	3.6	-13	8	27*	-31	·	-2
- CCSc1nc(=S)n(-c2ccccc2)c(C)c1C(C)=O
 : 4	-8	-0.1	6	5	-4	5	-15	-1

Sorted by length of the SMILES (largest number first): 4 of the compounds above
Order of results – TAAR1 ag	CHRM1 antagonist	M1 ag parental	CHRM1 PAM	TAAR1 antagonist	CHO-K1 Ca antag	M1 PAM parental	CHO parental Ca	CHRM1 agonist
- COCCN(C(=O)CSc1nnc(C)n1-c1ccc(C)cc1)c1c(N)n(Cc2ccccc2)c(=O)[nH]c1=O
 : 6	-6	1.3	6	-34	1	19	-11	-2
- Cc1cc(C)c(S(=O)(=O)N2CCCOC2CNC(=O)C(=O)NCCCn2ccnc2)c(C)c1 (stereo not given)
 : 7	-1	0.7	5	10	-5	20	-1	-8
- Cc1ccc(NC(=O)CSc2nc3c(c(=O)[nH]2)CCCC3)cc1C
 : 0	-7	2.4	6	-19	-6	13	-8	-3
- O=C(O)CCCn1cc(NC(=O)c2ccco2)cn1
 : 0	-5	0.2	6	-5	-7	17	-1	-8

Next section:
Order of results – TAAR1 ag	CHRM1 antagonist	M1 ag parental	CHRM1 PAM	TAAR1 antagonist	CHO-K1 Ca antag	M1 PAM parental	CHO parental Ca	CHRM1 agonist
- COc1ccc(CN2CCN(c3ncccn3)CC2)c(C)c1C
 : 3	-5	0.0	7	-9	5	-6	-13	-9
- CCn1c(-c2cc(OC)ccc2OC)csc1=Nc1c(C)n(C)n(-c2ccccc2)c1=O
 : 1	-11	0.5	9	8	-2	10	-13	-5
- C[C@H](NC(=O)c1ccco1)C(=O)NC1CCCCCC1
 : 9	19	1.5	-7	-21	-8	10	-8	-2
- O=C(c1ccccc1)c1nn(-c2ccccc2)c2nnc(Cc3ccccc3)c(=O)n12
 : 12	-13	-0.1	5	-11	-6	14	-28	-1
- CCn1c(CC(=O)Nc2ccccc2F)nnc1SCC(=O)N1CCOCC1
 : 7	-6	1.2	5	-1	2	9	-11	-3
- COc1ccc(C(=O)N2CCN(c3ccccc3OC)CC2)cc1
 : 3	-5	1.5	8	-13	-15	18	-10	0
- COc1cc(/C=C2\SC(=Nc3ccccc3)NC2=O)cc(Cl)c1O
 : 75*	50*	38*	-25	62*	32*	-8	39*	79*
- CC(NC(=O)C(C)N1CCN(S(=O)(=O)c2ccccc2)CC1)c1ccccc1 (stereo not given)
 : 3	-9	-0.1	9	-12	9	-11	-7	-3
- O=C(CCc1nc2ccccc2c(=O)[nH]1)Nc1nnc(SCc2ccccc2)s1
 : 0	-1	2.0	6	7	-4	9	-9	0
- C#CCNC(=O)C1=C[C@@H](C)[C@H](CCCO)[C@@H](OCC)O1
 : 2	-1	-0.1	3	-4	1	-10	-11	-4

Entries shown so far containing fluorine (2):
Order of results – TAAR1 ag	CHRM1 antagonist	M1 ag parental	CHRM1 PAM	TAAR1 antagonist	CHO-K1 Ca antag	M1 PAM parental	CHO parental Ca	CHRM1 agonist
- COc1cccc(C(=O)NCC(=O)N2CCN(c3ccc(C(F)(F)F)cn3)CC2)c1
 : 1	37*	3.6	-13	8	27*	-31	·	-2
- CCn1c(CC(=O)Nc2ccccc2F)nnc1SCC(=O)N1CCOCC1
 : 7	-6	1.2	5	-1	2	9	-11	-3

The results go on:
Order of results – TAAR1 ag	CHRM1 antagonist	M1 ag parental	CHRM1 PAM	TAAR1 antagonist	CHO-K1 Ca antag	M1 PAM parental	CHO parental Ca	CHRM1 agonist
- Cc1ccccc1NC(=O)CN1C(=O)CSc2ccc(S(=O)(=O)N3CCCC3)cc21
 : -1	-14	0.1	17	-13	-2	2	-29	-3
- CC1=C(C(=O)N2CCCCCC2)CC(CC(=O)NC2CCCC2)C(=O)N1Cc1ccccc1 (stereo not given)
 : 0	-22	-0.4	4	-3	-13	10	·	-4
- Cc1nc2ccc(C(=O)O)cc2c2c1CC(CN)O2 (stereo not given)
 : -1	-9	0.8	11	-4	-9	15	1	1
- COc1ccc(NC(=O)C2Cc3c(-c4cccc(C(N)=O)c4)ccnc3O2)cc1OC (stereo not given)
 : 1	-18	-0.2	4	5	-8	-3	·	0
- Cc1nn(Cc2ccccc2)c2c1C(c1cccnc1)C(C#N)=C(N)O2 (stereo not given)
 : 2	-12	-0.2	10	-16	4	-5	-11	-2
- Cc1ccc(N2C(=O)CC(N3CCN/C3=C3\CC/C(=C\c4ccccc4)C3=O)C2=O)cc1 (stereo not given)
 : 22	8	4.1	1	29	-3	7	-5	-2
- CNC(=O)CSc1nc2c(c(=O)n(C)c(=O)n2C)n1Cc1ccc(C)cc1
 : 2	-9	0.2	2	0	-4	17	-14	-6
- O=C1COc2ccc(C(=O)COC(=O)c3ccccc3[N+](=O)[O-])cc2N1
 : 14	2	5.0	-4	28	1	-7	-11	8
- N=c1sccn1CC(=O)Nc1cccc2ccccc12
 : 7	3	0.0	0	4	4	1	-7	-1
- COC(=O)c1ccc(COc2ccc(/C=C(\C#N)c3nc4ccccc4[nH]3)cc2OC)o1
 : 14	19	4.4	-15	61*	-2	10	2	-2

Remaining list, next part.
compound,TAAR1 ag,CHRM1 antagonist,M1 ag parental,CHRM1 PAM,TAAR1 antagonist,CHO-K1 Ca antag,M1 PAM parental,CHO parental Ca,CHRM1 agonist
CC(=O)/C(C#N)=C1\NC(=O)C(Cc2ccc(C)c(C)c2)S1 (stereo not given),5,15,2.1,-2,-4,11,-21,-7,1
CCOC(=O)c1ccoc1CN1CCN(S(=O)(=O)c2ccc(C)c(C)c2)CC1,3,-13,-0.6,4,-9,-6,1,-17,-4
O=C(NN=Cc1ccc2c(c1)OCO2)c1ccncc1,2,-14,1.0,6,3,-8,3,·,-3
Cc1cc(OCC(=O)NCc2ccncc2)ccc1Cl,7,16,1.0,-20,1,-4,13,-8,-9
O=C(Nc1nnc(-c2ccc(F)cc2)o1)c1ccco1,0,-12,0.1,5,1,-5,6,-6,-3
N=c1occ(C(=O)c2cc(F)ccc2O)cc1C(=O)NC1CCCCC1,12,17,5.3,-11,13,24*,-15,-23,0
O=C(CN1CCOCC1)Nc1ccc2c(c1)OC(F)(F)O2,12,5,1.5,3,-1,-14,10,-3,-5
CC(C)(C)C(=O)Nc1ccc(Sc2ccc([N+](=O)[O-])cc2)cc1,6,35*,11,-23,91*,20,-7,10,-6
CCOC(=O)c1ccc(NC(=O)CSc2nnc(CNC(=O)c3c(F)cccc3Cl)o2)cc1,11,2,2.3,-2,9,-6,8,-12,-3
CCOC(=O)c1c(NC(=O)COC(=O)CCOc2ccccc2C)sc(C(=O)NC)c1C,4,4,5.9,2,-31,-2,17,-34,-2
O=C(NCc1cccs1)c1cccnc1SCCS(=O)(=O)c1ccc(C(F)(F)F)cn1,4,-9,3.9,7,-3,-10,8,-5,-1
Cc1nnc(SCC(=O)N2CCN(Cc3ccccc3)CC2)s1,13,-2,1.8,6,-11,11,3,-6,-6
O=C(O)CC1S/C(=N/N=C/C=C/c2ccccc2)NC1=O (stereo not given),4&0,-8&-12,-0.1&0.2,2&8,3&9,17&0,-14&10,-6&-9,-6&-1
Cc1nnc(NC(=O)CC(CN(C)S(=O)(=O)c2ccccc2)c2ccccc2)s1 (stereo not given),1,2,0.7,0,-26,-2,13,-15,-4
O=C(NC1=NCCS1)c1ccccc1OCc1ccccc1Cl,6,-5,0.0,7,-5,-15,14,-10,-3
COc1cc(F)cc(C2=CC(=O)C[C@H](c3ccc(F)cc3)C2)c1,12,0,-0.2,0,28,-12,8,-28,-7

Source: PubChem (The Scripps Research Institute Molecular Screening Center)
